# Bioassay records deposited in PubChem BioAssay by Broad Institute.
# FN deposition inh: fibronectin deposition inhibition. inhibition, % at 12.6 µM. AID 743247. 350,000 compounds, 0.086% hits. AH1F fibroblasts, Alexa488-fibronectin deposition fluorescence, overnight;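 active = mean inhibition across replicates of 30% or more, regardless of how many single replicates reach that level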;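 also: positive control wells lacked labelled fibronectin entirely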
#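 test system = AH1F fibroblasts assembling fluorescent fibronectin matrix | quantity = 10000 AH1F cells per well | buffer or medium = DMEM plus 2% serum, read in PBS | doses = single dose, pinned | incubation = 1 h cell attachment, overnight exposure to compound and label | detection = fluorescence at 485 nm excitation, 525 nm emission | read-out basis = inhibition from reduced deposited-fibronectin fluorescence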
# PglD inh: PglD (C. jejuni) enzyme inhibition; purified PglD enzyme, DTNB colorimetric CoA detection; inhibition, % at 12.5 µM; 360,000 compounds, 0.098% hits; AID 602405; in the data active = inhibition above about 16%, passing the limit was not always enough; also: strong numbers were not always called active
# miR122 inh: blocks miR-122 activity in Huh7 sensor cells; Huh7 miR-122 Renilla luciferase sensor, 48 h; neutral wells = 0, positive control = 100; activation (reporter increase), % at 12.5 µM; 340,000 compounds, 0.3% hits; AID 602342;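 active = mean replicate activation score at least 90 and every replicate individually at or above 90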;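 also: higher luciferase means less miR-122 activity so hits act as miR-122 inhibitors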
# F508del corr: correctors of CFTR F508del function in bronchial epithelial cells; CFBE cells, YFP halide quenching; stimulated with forskolin plus potentiator P3; % fluorescence drop versus neutral controls; activity (quench increase), % at 7.58 µM; 350,000 compounds, 0.36% hits; AID 720511;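 active = mean added fluorescence quench of at least 8% versus neutral control, with both replicates also reaching 8%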;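 also: cells transiently co-express mutant CFTR-F508del with the halide-sensitive YFP; corrector assay measuring rescue of mutant channel to the surface after 24 h compound exposure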
# Cneo AK release: causes C. neoformans cell lysis; adenylate kinase release luminescence, 4 h; normalised: neutral wells 0, clomiphene wells 100; lysis activity, % at 15 µM; 360,000 compounds, 0.2% hits;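 active = mean lysis activity across replicates of at least 80%, whatever share of replicates individually reach that level; inactive = mean lysis activity below 80%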
#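 Assay system: C. neoformans cells. Amount: yeast cell density of 5 × 10^6 cells/mL. Technique: AK luminescence. Buffer or medium: YPD. Times: static 4 h at 37 °C with compound, 1 h detection. Dosing: single-point compound dose. Read-out: lysis from increased AK signal.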
# C2C12 statin: suppressors of simvastatin-induced myotoxicity in C2C12 myotubes | ATP luminescence, 48 h; scaled: DMSO 0, geranylgeraniol control 100 | rescue of ATP level, % at 7.49 µM | 330,000 compounds, 0.78% hits;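 active = mean ATP rescue above about 67%, or every replicate alone reaching that limit, limit read from the data, passing the limit was not always enough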;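 also: myotubes were challenged with 10 µM simvastatin during compound exposure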
# GSIS activator: primary screen for activators of insulin secretion dependent on glucose, INS-1E cells, GLuc reporter luminescence; INS-1E GLuc reporter insulin secretion, 2-3 h; activation, % at 16.6 µM; 370,000 compounds, 0.61% hits; AID 743287;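 active = lowest replicate activation of at least 40%, so every replicate reaches that level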;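 also: 0% = median of neutral control wells and 100% = median of IBMX positive control wells; some compounds called inactive have numbers as strong as hits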
# PGC1a acetyl inh: lowers PGC1a acetylation signal in U2OS cells | AlphaScreen anti-acetyl-lysine; with virally co-expressed GCN5 acetyltransferase | inhibition, % at 15.6 µM | 350,000 compounds, 0.17% hits | AID 651687;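 active = every replicate shows inhibition of at least 40%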;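 also: 0% = neutral control wells and 100% = positive control wells; some results beyond the cut were filed as inactive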
# * hit, by the source's call; · = no result given; [ ] = another dose, or the depositor's remark. Random draw from the library. About 2.1% of those tested had a hit in this group.
SMILES,FN deposition inh,PglD inh,miR122 inh,F508del corr,Cneo AK release,C2C12 statin,GSIS activator,PGC1a acetyl inh
O=[N+]([O-])c1cccc(/C=C/c2nc3ccc([N+](=O)[O-])cc3[nH]2)c1,·,-2,-6,·,-2,-28,·,-7
COCCNC(=O)c1c[nH]n2c(=O)cc(C3CCN(C(=O)OC(C)(C)C)CC3)nc12,-2,1,1,4.2,1,-16,13,9
CCN1C(=NCc2cc(OC)c(OC)c(OC)c2)N[C@@H](c2ccccc2)C(C(=O)OC)=C1C,·,0,9,·,3,-6,·,3
C[C@H]1CN([C@@H](C)CO)C(=O)c2cc(NC(=O)Nc3ccccc3)ccc2O[C@@H]1CN(C)Cc1ccc(Cl)c(Cl)c1,·,-2,-1[16.7 µM],1.4,-6,-37,-23,4
CN(C)S(=O)(=O)N(CC(=O)Nc1ccccc1)c1ccccc1,·,10,-1,·,0,·,·,-11
N#CC1=C(N)OC2=C(C(=O)CCC2)C1c1ccncc1 (stereo unspecified),·,-3,-1,·,1,1,·,13
O=C(COc1ccc([N+](=O)[O-])cc1Cl)N1CCc2ccccc21,-4,0,-7,2.6,-2,-7,26,4
Cc1cc(C)c2nc(SCC(=O)NCC3CCCO3)c(C#N)cc2c1 (stereo unspecified),16,·,·,1.3,·,-3,-3,0
Cc1ccc(Cl)cc1N1CCN(C(CC(C)C)c2nnnn2CC2CCCO2)CC1 (stereo unspecified),·,-7,-10,·,1,-2,·,65
CCN(C(=O)COC(=O)c1c2c(nc3ccccc13)/C(=C/c1ccccc1)CC(C)C2)C1CCS(=O)(=O)C1 (stereo unspecified),-9,-3,-6,·,1,·,-28,·
COc1ccc2c3c(n(C)c2c1)[C@H](CO)N(S(=O)(=O)c1ccc(C)cc1)CC31CN(C(=O)c2ccccn2)C1,4,·,·,2.0,·,·,-7,4
C[C@H]1CN([C@@H](C)CO)C(=O)c2cc(-c3cccc(F)c3)cnc2O[C@H]1CN(C)C(=O)C1CC1,·,·,-4[16.7 µM],-1.4,·,15,2,-7
COc1ccc(NC(=O)Nc2cccc3c2O[C@@H](CN(C)Cc2ccncc2)[C@@H](C)CN([C@H](C)CO)C3=O)cc1,·,5,19[16.7 µM],-1.3,47,3,1,3
CCCCC(=O)NC(c1ccccc1Cl)c1c(O)ccc2ccccc12 (stereo unspecified),-6,-2,1,·,-7,·,-10,-8
Cc1cc(C)n2nc(CC(=O)NC3CCCCCC3)nc2n1,-1,0,3,·,0,-9,19,-1
CC(C)NC(=O)N[C@H]1CC[C@@H](CCNS(=O)(=O)c2ccc(F)cc2)O[C@@H]1CO,·,1,·,1.5,-3,-3,4,5
Cc1ccc(S(=O)(=O)NCc2nnnn2-c2ccc(F)cc2)cc1,0,0,50,-0.5,-1,40,·,·
CO[C@@H]1CN(C)C(=O)c2ccc(NS(=O)(=O)c3ccc(C)cc3)cc2OC[C@@H](C)N(C(=O)NC(C)C)C[C@H]1C,-12,·,-34[16.7 µM],-1.5,·,-1,-8,-36
COc1ccc(S(=O)(=O)N[C@@H](Cc2ccccc2)C(=O)N2CC[C@@]3(O)CCCC[C@H]3C2)cc1,·,5,12,·,1,-21,-7,-10
CC(C)NC(=O)Nc1cccc2c1O[C@@H](CN(C)C(=O)Nc1ccccc1)[C@@H](C)CN([C@H](C)CO)C2=O,-5,7,3[16.7 µM],0.2,0,-32,-15,1
CC(=O)Cc1nsc(NC(=O)c2cc(-c3cccc(C(F)(F)F)c3)oc2C)n1,·,-1,3,·,2,-6,·,8
C[C@@H]1CN([C@H](C)CO)S(=O)(=O)c2ccc(-c3ccc(F)cc3)cc2O[C@@H]1CN(C)S(C)(=O)=O,-8,3,9[16.7 µM],2.0,1,-11,-7,5
CC(=O)c1ccc(NC(=O)C(Cc2ccccc2)n2cccc2)cc1 (stereo unspecified),-9,-4,-2,-1.4,-1,·,20,-24
CN(C)C1=NC[C@H](Cc2ccccc2)N1CCCCc1ccccc1,5,2,-4,1.2,-2,-53,·,22
Cc1c(CC(=O)O)c(=O)oc2c(C)c(OCc3ccccc3)ccc12,-3,4,4,-4.2,0,3,1,5
Oc1ccc(F)c2cccnc12,5,2,-9,-3.3,1,-5,1,14
C[C@@H]1CN([C@H](C)CO)C(=O)Cc2cc(NC(=O)NC3CCCCC3)ccc2O[C@H]1CN(C)Cc1ccc(C(=O)O)cc1,·,10,0[16.7 µM],-0.2,-1,2,12,-3
Cc1cc(C)c(NC(=O)CS(=O)CC(=O)NC2CCCc3ccccc32)c(C)c1 (stereo unspecified),·,3,-1,·,-1,·,-9,·
O=C1N=C(N2CCCCC2)SC1=C1CCCC1,·,-8,-4,·,-2,·,·,10
CC(C)Oc1cccc(NC(=O)C2(C)CCN2C(=O)C(C)C)c1 (stereo unspecified),8,7,0,-5.0,1,-3,·,10

# Laid out differently: entries from further up.
# Values run as follows: FN deposition inh | PglD inh | miR122 inh | F508del corr | Cneo AK release | C2C12 statin | GSIS activator | PGC1a acetyl inh
CC(C)NC(=O)Nc1cccc2c1O[C@@H](CN(C)C(=O)Nc1ccccc1)[C@@H](C)CN([C@H](C)CO)C2=O
  -5 | 7 | 3[16.7 µM] | 0.2 | 0 | -32 | -15 | 1
CC(=O)Cc1nsc(NC(=O)c2cc(-c3cccc(C(F)(F)F)c3)oc2C)n1
  · | -1 | 3 | · | 2 | -6 | · | 8
C[C@@H]1CN([C@H](C)CO)S(=O)(=O)c2ccc(-c3ccc(F)cc3)cc2O[C@@H]1CN(C)S(C)(=O)=O
  -8 | 3 | 9[16.7 µM] | 2.0 | 1 | -11 | -7 | 5
CC(=O)c1ccc(NC(=O)C(Cc2ccccc2)n2cccc2)cc1 (stereo unspecified)
  -9 | -4 | -2 | -1.4 | -1 | · | 20 | -24

# (continued)
SMILES,FN deposition inh,PglD inh,miR122 inh,F508del corr,Cneo AK release,C2C12 statin,GSIS activator,PGC1a acetyl inh
COc1ccc(-n2nnc3c(=O)n(CC(=O)OCc4ccccc4)cnc32)cc1,-2,2,·,-2.6,3,16,-37,·
O=C(Cc1cccc(F)c1)N1CCOCC1,-5,4,-1,-4.9,1,1,-11,15
O=C(NCCc1ccccc1)c1cc(S(=O)(=O)N2CCOCC2)ccc1F,6,-1,-2,·,-1,·,·,6
O=C(CNc1ccccc1)N/N=C/c1ccc([N+](=O)[O-])o1,-8,-4,4,·,-5,14,·,-34
CCc1ccccc1OCC(=O)Nc1cc(S(=O)(=O)N2CCOCC2)ccc1N1CCCCC1,-2,-8,3,-1.0,-1,-3,-2,-9
CCc1ccc(CN2CCCC(C(=O)Nc3ccc(-c4cscn4)cc3)C2)o1 (stereo unspecified),-14,1,3,2.5,-3,1,11,-9
CCCCOc1ccc(OC(=O)Nc2cc(Cl)ccc2OC)cc1,3,-3,·,-1.8,0,19,-27,·
O=C(Nc1ccccc1)c1nn(-c2cccc(C(F)(F)F)c2)ccc1=O,-5,·,0,-1.0,·,1,-9,·
CSCCC(NC(=O)c1ccc(Cl)cc1Cl)C(=O)OC(C)C(=O)NCc1ccco1 (stereo unspecified),-1,3,-11,-1.3,1,3,-18,·
Cc1[nH]c(=S)[nH]c(=O)c1CCOc1ccccc1,·,-1,-4,·,6,-1,·,-3
Cc1noc(C)c1NC(=O)N(C)C[C@H]1OCCCC[C@@H](C)Oc2ccc(NC(=O)Nc3ccc(C(F)(F)F)cc3)cc2C(=O)N([C@H](C)CO)C[C@@H]1C,-10,3,8[16.7 µM],5.3,1,-1,-11,3
Cn1ncc(Cl)c1C(=O)NCc1ccc2c(c1)OCO2,6,-2,1,0.4,1,14,-2,10
O=C([C@H]1[C@H](CO)[C@H]2Cn3c(cccc3=O)[C@@H]1N2Cc1ccccc1)N1CCCCC1,·,5,·,·,-3,12,3,·
CCC(=O)Nc1ccccc1C(=O)OCc1ccc(C(=O)c2ccccc2)cc1,2,-4,0,·,-1,8,-45,1
O=C(COC(=O)Cc1cccc(C(F)(F)F)c1)NCC1CCCO1 (stereo unspecified),·,9,·,-3.4,22,15,2,24
CS(=O)(=O)N1CCCCN2[C@H](CO)[C@H](c3ccc(Br)cc3)[C@H]2C1,·,1,10[16.7 µM],1.8,9,5,17,2
CCOc1ccc(/C=N/n2c(SC)nnc(C(C)(C)C)c2=O)cc1,·,-3,-2,·,8,5,·,3
O=C(O)c1ccc(N/N=C/c2cc(Br)cs2)cc1,0,0,6,·,-1,-7,-7,0
Cc1ccc(NC(=O)Cc2nc(COC(=O)Cc3cccc(C(F)(F)F)c3)cs2)cc1,-8,1,·,3.9,0,-11,-32,·
CCCS(=O)(=O)N1CCC(C(=O)N2CCN(C(=O)OCC)CC2)CC1,·,3,1,·,2,-14,·,-2
COc1cccc(/C=C/c2n[nH]c(=O)c(C#N)c2C)c1,-2,4,-4,2.8,4,94*,-4,12
COCC(=O)N(C)C[C@H]1Oc2ncc(C#Cc3ccccc3)cc2C(=O)N([C@H](C)CO)C[C@@H]1C,-5,2,-4[16.7 µM],3.4,-3,18,-6,-11
Clc1cccc(-c2nnc(SC/C=C/c3ccccc3)n2Cc2ccco2)c1,·,-1,3,4.5,-2,-11,-27,-9
CCN1CCCC1CNC(=O)c1cc(COc2ccc(C)c(C)c2)on1 (stereo unspecified),-3,3,0,2.1,1,3,10,8
Cc1cc(C(=O)CSc2nc(N)cc(=O)[nH]2)ccc1F,4,-3,2,-2.1,-1,14,-16,18
C[C@@H]1CN([C@@H](C)CO)C(=O)c2cc(NC(=O)Nc3ccc(F)cc3)ccc2O[C@@H](C)CCCCO[C@@H]1CN(C)C(=O)C1CCCCC1,·,1,15[16.7 µM],-3.8,-3,·,-10,9
O=C(NCC1CC1)Nc1cccs1,-2,·,10,·,·,7,-19,2
CCCNC(=O)C1(C)CCCN(C(=O)c2ccccc2OC(F)(F)F)C1 (stereo unspecified),8,-2,-1,-4.5,15,-8,·,-1
CC(=O)Nc1cccc(Oc2ncccc2[N+](=O)[O-])c1,2,-1,·,-0.6,0,-6,3,·
O=C(C[C@@H]1C=C[C@H](NC(=O)Nc2cc(F)ccc2F)[C@H](CO)O1)NCc1ccncn1,-9,-1,·,-0.3,1,1,4,-9
Cc1cc(=O)oc(C)c1C(=O)NCCc1ccc(F)cc1,5,4,5,·,2,·,·,-9
CN(C)Cc1csc(NC(=O)Nc2ccccc2Oc2ccccc2)n1,6,1,-3,-2.1,-2,73*,-9,-10
COC(=O)C(C)Oc1ccc2cc(-c3ccccc3)c(=O)oc2c1 (stereo unspecified),4,-3,-6,-2.2,-2,10,4,-9
CCCCCNC(=O)c1ccc2c(=O)n(CC3CCCO3)c(=S)[nH]c2c1 (stereo unspecified),-10,·,-7,0.1,·,0,-8,-2
Cc1cccn2c(=O)c3cc(C(=O)NC(C)C)c(=N)n(Cc4ccncc4)c3nc12,·,-1,-1,·,5,6,·,-4
CC(=O)Nc1cccc(/C(C)=N/NC(=O)c2cccc(S(=O)(=O)N3CCOCC3)c2)c1,4,0,-4,-1.7,-1,2,-16,-13
CCN(CC(=O)Nc1ccc(OC)cc1)C(=O)Cc1coc2cc(C)c(C)cc12,-3,-7,2,0.1,1,-6,-30,-6
CC(C)NC(=O)Nc1ccc2c(c1)C(=O)N([C@H](C)CO)C[C@H](C)[C@@H](CN(C)C(=O)NC(C)C)OCCCC[C@@H](C)O2,4,1,8[16.7 µM],1.4,0,·,14,-1
O=C(C1=C(O)C(=O)N(Cc2cccnc2)C1c1cccc(Oc2ccccc2)c1)c1ccco1 (stereo unspecified),-14,2,-2,2.7,11,-17,-28,5
